UTI89 phage lysis: protection from phage-mediated lysis, alamar blue read-out – E. coli UTI89, K1F phage, bacterial capsule biogenesis inhibitors (AID 488966); one-dose inhibition, % at 100 µM; IC50 in µM for titrated hits; E. coli UTI89 K1F phage lysis, alamar blue, 2 h; higher % means a stronger effect; 340,000 tested, 0.02% active;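 active = phage lysis inhibition, versus mean bacterial control, above a set limit; inconclusive = no clear call, values can overlap the other calls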;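 also: capsule biogenesis inhibitors block K1F phage lysis so surviving cells raise fluorescence; higher fluorescence means more inhibition of phage lysis; actives were called in the ten point dose series up to 300 µM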
XIAP antagonists: small molecules displacing peptide from XIAP – biochemical, IAP family, fluorescence polarization (AID 1018); XIAP BIR domain, fluorescence polarization peptide displacement; higher % means a stronger effect; one-dose displacement, % at 20 µM; IC50 in µM for titrated hits; 200,000 tested, 0.007% active; in the data active = displacement above about 50%; also: a part of the inactive calls stands beside numbers as strong as those of hits
Dengue-2 NS5 capping: Dengue-2 NS5 methyltransferase inhibitors, primary screen, biochemical, confirmation dose response (AID 588689); inhibition, % at 25 µM; hits with a dose series show IC50 in µM; 340,000 tested, 0.3% active; Dengue-2 NS5 methyltransferase capping enzyme assay, biochemical; higher % means a stronger effect; in the data active = a potency from the dose series; inconclusive = inhibition above about 29% without an active follow-up result
West Nile antiviral: West Nile virus antiviral activity, cell-based, CPE readout (AID 1621) | West Nile virus-infected cells, CPE inhibition; higher % means a stronger effect | one-dose CPE inhibition, % at 10 µM; IC50 in µM for titrated hits | 290,000 tested, 0.02% active; in the data active = a potency from the dose series; inconclusive = CPE inhibition mostly from about 3.7% at the one dose, without a potency; inactive = the rest, 99 in 100 with CPE inhibition below about 2.2%; also: strong numbers were not always called active
ER stress rescue: protection against thapsigargin-triggered cell killing – 384-well, CSM14.1, ATP luminescence, primary screen (AID 1222) | 190,000 tested, under 10 active | cellular ATP content (survival), % at 20 µM; hits with a dose series show EC50 in µM | CSM14.1 thapsigargin-induced death rescue, ATP luminescence; higher % means a stronger effect;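 active = EC50 below 50 µM in the dose-response confirmation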;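 also: death triggered by thapsigargin at about 15 µM added after 2 h compound pretreatment; cell ATP read after overnight thapsigargin exposure of roughly 18 to 22 hours; normalized against plate controls of thapsigargin alone and 5% DMSO vehicle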
Large T inhibition: TAg ATPase/helicase activity blockers – biochemical (AID 1903); 310,000 tested, 0.39% active; inhibition, % at 20 µM, or IC50 in µM where a hit was titrated; SV40 large T antigen ATPase/helicase inhibition assay; higher % means a stronger effect; in the data active = a potency from the dose series; inconclusive = inhibition mostly from about 32% at the one dose, without a potency; inactive = the rest, 99 in 100 with inhibition below about 32%; also: strong numbers were not always called active
RSV antiviral HEp-2: RSV antiviral activity via CPE protection, HEp-2 cells, primary 10 µM value included (AID 2391) | CPE inhibition, % at 10 µM; hits with a dose series show IC50 in µM | 310,000 tested, 0.13% active | HEp-2 cells, RSV-induced CPE inhibition; higher % means a stronger effect; in the data active = a potency from the dose series; inconclusive = CPE inhibition mostly from about 23% at the one dose, without a potency; inactive = the rest, 99 in 100 with CPE inhibition below about 21%; also: strong numbers were not always called active
WT yeast gro inh: growth inhibition of WT yeast, mitochondrial fusion screen | mitochondrial fusion phenotypic screen, WT strain | AID 1362 | inhibition, % at 10 µM | 190,000 tested, 2.1% active; in the data active = inhibition above about 58%; tested in S. cerevisiae
Yfh1-depleted yeast: mitochondrial function rescue without frataxin homolog – Friedreich's ataxia, plus single-dose screen, dose response (AID 1465); S. cerevisiae Yfh1-off respiration, WST-1 reduction, 72 h; higher fold induction means a stronger effect; fold induction at 50 µM, or EC50 in µM where a hit was titrated; 220,000 tested, 0.074% active;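 active = fold induction of absorbance versus untreated yeast above a set limit, then at least 30% activation at any dose in follow-up; inconclusive = repeats straddling the limit, or above it without dose testing; inactive = fold induction below the set limit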;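 also: activators that raise dye reduction in frataxin-depleted yeast; strong numbers were not always called active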
WT yeast gro inh mutant strain: further read-out of WT yeast gro inh, marked with its call; inhibition, %; mitochondrial fusion phenotypic screen, mutant strain inhibition
Dengue-2 NS5 capping pilot replicate: second read-out of Dengue-2 NS5 capping, no call of its own (marks repeat the call); inhibition, %; measured here: pilot screen replicate inhibition
An asterisk follows results filed as active; i = inactive; u = inconclusive; x = no result given; [ ] = remark or other dose.

SMILES | UTI89 phage lysis | XIAP antagonists | Dengue-2 NS5 capping | West Nile antiviral | ER stress rescue | Large T inhibition | RSV antiviral HEp-2 | WT yeast gro inh | WT yeast gro inh mutant strain | Yfh1-depleted yeast | others
Cn1c(=O)c([N+](=O)[O-])c(NCc2ccccc2Cl)c2ccccc21 | 0.5% | x | 11% | 0.0% | x | 3% | 16% | x | x | i
Cc1ccc(CC(=O)N/N=C/c2ccc(OC(=O)c3ccc([N+](=O)[O-])cc3)cc2)cc1 | 4.2% | -8.1% | -3% | 0.3% | -1.5% | 6% | 1.3% | -8 | 3 | i
COc1cc(C(=O)CSc2nncn2C)cc(OC)c1OC | 0.5% | -0.9% | -11% | x | 0.3% | 5% | -0.5% | 17 | -3 | x
Cc1c(NC(=O)COC(=O)c2cc3c4ccccc4n(C)c3s2)c(=O)n(-c2ccccc2)n1C | 2.4% | -7.7% | 0% | -0.1% | -2.0% | 12% | 18% | 51 | -9 | i
Cc1nn(-c2cccc(Cl)c2)c2c1C(c1ccncc1)C(C#N)=C(N)O2 (stereo unspecified) | -0.8% | -2.0% | 17% | 0.0% | -2.9% | 17% | 1.6% | 10 | 10 | i
O=C(O)CCCCCCCCc1cn(CCc2c[nH]c3ccccc23)nn1 | -0.3% | x | -3% | 0.1% | x | 5% | -0.6% | x | x | x
COc1cc(OC)cc(C(=O)NC2CCN(C(=O)N3c4ccccc4Sc4ccccc43)CC2)c1 | 7.5% | 3.9% | 2% | 0.5% | 1.0% | -10% | 9.3% | 17 | -17 | i
COc1ccc(CNC(=O)CN(Cc2ccc(OC)cc2)C(=O)c2csnn2)cc1 | -0.3% | -10% | -9% | -0.4% | 0.2% | 22% | 0.6% | -8 | -16 | i
Cc1cccc2cc(/C=C3\N=C(c4ccccc4)OC3=O)c(N3CCOCC3)nc12 | 0.5% | 29% | u | x | -1.5% | 5% | 1.4% | -1 | -20 | x
COc1ccc(C2c3c(ncn(CCN4CCOCC4)c3=N)Oc3ccc4ccccc4c32)cc1 (stereo unspecified) | 0.4% | -5.6% | -1% | 19µM* | 3.2% | 4% | 22% | 6 | 4 | i
O=C(c1cnn(C(=O)c2cccc(S(=O)(=O)N3CCOCC3)c2)c1)c1ccccc1O | 0.3% | -5.9% | -10% | -0.4% | -0.4% | 11% | 4.2% | 1 | 11 | i
Cc1ccc(/C=C/C(=O)O)cc1S(=O)(=O)N(C)CCO | -9.7% | -4.6% | 3% | 0.1% | -0.1% | -1% | 0.1% | -17 | -11 | i
COc1cccc(N2C(=O)CC(N3CCC(C(N)=O)(N4CCCCC4)CC3)C2=O)c1 (stereo unspecified) | 0.6% | -3.3% | -3% | -0.3% | 0.9% | 2% | 0.9% | -5 | 3 | i
O=C(NCCNS(=O)(=O)c1ccccc1)N1CCOCC1 | 1.1% | -2.8% | -3% | -0.2% | -1.6% | -4% | 2.1% | -6 | -15 | i
C=CC[N@@+]12CC[C@]34c5ccccc5N5/C=C6\C7N(/C=C(\C53)[C@@H](C[C@@H]41)/C(=C/CO)C2)c1ccccc1[C@@]71CC[N@@+]2(CC=C)C/C(=C\CO)[C@@H]6C[C@@H]12 (stereo partly specified) | 0.4% | x | -4% | x | x | 15% | 0.1% | x | x | x
Cc1ccc(CN2CC(C(=O)N3CCN(S(=O)(=O)c4ccc(C(C)C)cc4)CC3)CC2=O)cc1 (stereo unspecified) | -0.6%[50 µM] | x | -7% | x | x | 6% | 5.2% | x | x | x
COc1ccc2cc(C(=O)C3CCCN(C(=O)c4ccnn4C)C3)ccc2c1 (stereo unspecified) | 3.3%[50 µM] | x | -4% | -0.9% | x | 8% | 3.6% | x | x | i
O=C(CNC(=O)c1ccc(Br)o1)OCC(=O)c1cccc([N+](=O)[O-])c1 | 1.9% | 2.3% | 0% | 0.3% | 1.2% | -1% | 3.6% | -12 | -8 | i
CC(C)Sc1nsc2nc(=O)c(/C=C3\C=Nc4ccccc43)c(N)n12 | 0.0% | -1.9% | u | 0.0% | 2.8% | 15% | u | -10 | 12 | i
COc1ccc(-c2csc3ncnc(N4CCN(S(=O)(=O)c5cccc(Br)c5)CC4)c23)cc1 | 0.8%[50 µM] | x | -12% | x | x | 8% | u | x | x | x
O=C(Nc1cccc2ccccc12)/C(=C/c1cccc([N+](=O)[O-])c1)NC(=O)c1cccs1 | 1.9%[50 µM] | -7.5% | 1% | -0.4% | 0.0% | 2% | 7.6% | 0 | -10 | i
O=c1cc(N2CCN(c3ccccc3)CC2)[nH]c(=O)n1-c1ccccc1Cl | 3.4% | -26% | -5% | 0.5% | 0.0% | 3% | -2.9% | 8 | -4 | i
Cc1ccc(CNC(=O)c2nnn(-c3cccc(C)c3)c2N)cc1 | -0.4% | -2.7% | -2% | -0.6% | 3.1% | 32% | 3.0% | 18 | 2 | i
CC1=C(C(=O)Nc2cc(C(=O)N3CCC(C)CC3)ccc2C)SCCO1 | -0.1% | x | -5% | 0.0% | x | 15% | 1.3% | x | x | x
O=[N+]([O-])c1ccc(OCCN2CCNCC2)cc1 | -0.1% | -9.0% | -4% | -0.1% | -0.7% | -1% | 0.8% | 0 | -9 | i

Entries above with a COOH group (2):
SMILES | UTI89 phage lysis | XIAP antagonists | Dengue-2 NS5 capping | West Nile antiviral | ER stress rescue | Large T inhibition | RSV antiviral HEp-2 | WT yeast gro inh | WT yeast gro inh mutant strain | Yfh1-depleted yeast | others
O=C(O)CCCCCCCCc1cn(CCc2c[nH]c3ccccc23)nn1 | -0.3% | x | -3% | 0.1% | x | 5% | -0.6% | x | x | x
Cc1ccc(/C=C/C(=O)O)cc1S(=O)(=O)N(C)CCO | -9.7% | -4.6% | 3% | 0.1% | -0.1% | -1% | 0.1% | -17 | -11 | i

(further entries)
SMILES | UTI89 phage lysis | XIAP antagonists | Dengue-2 NS5 capping | West Nile antiviral | ER stress rescue | Large T inhibition | RSV antiviral HEp-2 | WT yeast gro inh | WT yeast gro inh mutant strain | Yfh1-depleted yeast | others
Cc1n[nH]c(=S)n1/N=C/c1cccc(OCc2ccccc2)c1 | 0.2% | -2.6% | 2% | 0.2% | -1.0% | 6% | 18% | 49 | 37 | i
COc1ccc(CCN2CC(C(=O)NCc3ccco3)CC2=O)cc1OC (stereo unspecified) | 0.7% | -7.4% | -15% | 1.6% | -0.7% | 16% | 4.2% | -10 | -35 | i | Dengue-2 NS5 capping pilot replicate=-3.0
Cc1ccc(-c2cc(C(F)F)nc(NCc3cccnc3)n2)cc1 | -0.1% | -0.9% | -10% | -0.4% | -0.1% | -4% | 16% | 20 | 9 | i
CC(=O)c1sc(N)c(C(=O)OC(C)C)c1C | 0.2% | -1.1% | -3% | 0.4% | 1.7% | 7% | 1.4% | 4 | 4 | i
C=CCN1C(=O)c2ccc(C(=O)NCC(c3ccccc3)N(C)C)cc2C1=O (stereo unspecified) | 0.0% | x | 1% | -0.1% | x | 4% | 1.3% | x | x | x
Cc1cccc(NC2=CC(=O)CC(C)(C)C2)c1C | 1.0% | -2.1% | -6% | -0.2% | 0.3% | 3% | -1.2% | 1 | 1 | i
Cc1ccccc1-n1ncc2c1CC(C)(C)CC2NC(=O)CSc1ccncc1 (stereo unspecified) | -0.1% | x | 3% | 0.0% | x | -4% | -0.4% | x | x | x
CN(C/C=C/c1ccccc1[N+](=O)[O-])Cc1ccccc1 | -1.4% | x | 1% | -0.9% | x | 11% | -0.9% | x | x | x
CN(C1CCS(=O)(=O)C1)S(=O)C12CC3CC(CC(C3)C1)C2 (stereo unspecified) | 0.1% | -20% | 3% | -0.3% | 3.6% | 6% | 1.1% | 1 | 1 | i
CC(=O)Nc1ccc(Sc2ccccc2C(=O)O)c(C(=O)O)c1 | -0.3% | x | 1% | -0.2% | x | 6% | 0.2% | x | x | i
CCOC(=O)c1cc(-c2ccccc2)sc1N | -1.0% | -0.2% | -5% | x | -0.1% | 7% | 5.3% | 3 | -11 | x
O=C(C[C@H]1C(=O)N(C2CCCCC2)C[C@@H]1Cc1ccccc1)Nc1ccccc1 | -0.7% | x | -6% | -1.5% | x | 7% | 1.4% | x | x | x
COc1ccc(CC(=O)OCc2nnc(C3COc4ccccc4O3)o2)cc1OC (stereo unspecified) | 0.2% | -5.7% | -4% | -0.3% | -1.6% | 10% | 1.5% | -27 | -7 | i
COc1ccc2c(c1)nc(NCCO)n2C | -3.7% | -7.5% | -4% | 0.8% | -1.0% | 5% | 0.2% | -13 | -29 | i
C=CCn1c(N)c(C(=O)Nc2ccccc2)c2nc3ccccc3nc21 | 0.0% | -2.3% | 20% | 2.5% | -3.1% | -10% | 1.7% | -12 | 2 | i
Cc1ccc(O)c(NC(=O)c2onc(C)c2Cl)c1 | -0.1%[50 µM] | x | -4% | u | x | 8% | 1.2% | x | x | x
CCN(CCO)c1ncnc2c1sc1nc(CC(C)C)c3c(c12)CC(C)(C)OC3 | -1.0% | -7.4% | -11% | 0.9% | -0.6% | 0% | -0.6% | -4 | -3 | i
COc1ccc(/C=C2\SC(=O)N(CCCC(=O)Nc3ccc(C(=O)O)cc3)C2=O)cc1OC | 1.5%[50 µM] | x | -9% | -0.4% | x | 4% | 2.0% | x | x | x
CCc1ccc(C(=O)Nc2cccnc2Oc2ccc(Cl)cc2)cc1 | -0.9% | x | 0% | 0.9% | x | 8% | 3.2% | x | x | i
COc1ccc(C2C(C#N)=C(C)NC(C)=C2C#N)c(OC)c1 | 0.4% | 3.1% | 2% | -0.3% | -0.1% | 8% | -0.4% | -9 | -6 | i
COc1ccc2nc(NC(=O)CSc3nccc(C)n3)sc2c1 | -0.1% | -1.3% | 2% | -0.9% | 2.2% | 1% | 4.9% | -3 | 2 | i
c1ccc(-c2cc3ccccc3[nH]2)cc1 | -4.4% | x | -1% | -0.4% | x | 17% | 9.7% | x | x | x
S=C(Nc1ccc(Cl)cc1)NC1CCN(Cc2ccccc2)CC1 | -5.4% | -1.6% | -4% | -2.0% | 1.8% | 7% | u | 34 | 38 | i
O=C(CN1C(=O)C2C3C=CC(C3)C2C1=O)OCC(=O)c1ccc(Cl)c([N+](=O)[O-])c1 (stereo unspecified) | 0.0% | x | 1% | 0.7% | x | 12% | 0.5% | x | x | x
Nc1ccc(C(=O)OCC(=O)NC2CCCc3ccccc32)cc1[N+](=O)[O-] (stereo unspecified) | 1.2% | -3.3% | 14% | -0.2% | 0.4% | 13% | 3.5% | 2 | -1 | u
CCN(CC)CCN(Cc1cc2cc(C)c(C)cc2[nH]c1=O)C(=S)NCc1ccco1 | 2.1% | -6.0% | -5% | 0.3% | -2.4% | 21% | -3.5% | -1 | -7 | i
CC(=O)Oc1ccc([C@@H]2COc3c(ccc4c3C=CC(C)(C)O4)C2)c(OC(C)=O)c1 | 6.2% | x | -3% | 0.1% | x | 14% | x | x | x | i

Source: PubChem
